From PubChem BioAssay
Yeast life ext = yeast lifespan extension; actives 0.68% (n = 130,000); S. cerevisiae growth with nicotinamide, OD615; deaD strain in restrictive glucose medium; inhibition of the nicotinamide effect, % at 10 µM;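 active = inhibition above a set limit, placed 3 SD over the median of all compounds, cut at about 26% in these data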;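 note: 0% = nicotinamide-treated wells and 100% = cells grown without nicotinamide; some compounds called inactive have numbers as strong as hits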
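Material: Modified budding yeast, DeaD strain | Medium: Restrictive glucose medium | Probe or stimulus: 1.5 mM nicotinamide | Dosing: Single dose 10 µM compound, 0.25% DMSO | Times: 48 h at 30 °C | Technique: OD615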
Measles CPE = protection of cells from measles virus; Measles virus-infected cells, CPE protection, absorbance; protection (pct of control), % at 4 µM; actives 1.5% (n = 140,000); AID 841; in the data active = protection mostly above about 24%, no sharp cut-off; inactive = mostly below about 26%; note: some compounds called inactive have numbers as strong as hits
BB579 growth dn = yeast BB579 growth reduction in restrictive medium. S. cerevisiae BB579 growth, OD615, 48 h. inhibition, % at 10 µM. actives 0.51% (n = 140,000);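 active = inhibition above a set limit, 3 SD over the mean compound inhibition, cut at about 44% in these data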; note: inactives centre near -24
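Test system: S. cerevisiae DeaD strain BB579 yeast; Medium: restrictive CSMM-D medium; Compound: one dose, 10 µM compound with 0.25% DMSO; Incubation: 4 h cell preincubation, 48 h compound exposure, 30 °C humidified; Signal: OD at 615 nm; Benchmarks: amphotericin B at 10 µg/mL as positive control.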
NPY-Y2 antag = antagonists of human neuropeptide Y receptor Y2 | actives 0.99% (n = 140,000) | NPY-Y2 expressing cells, antagonist mode | P49146 | inhibition, % at 2.7 µM; in the data active = inhibition above about 17%;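 note: 0% = vehicle with agonist challenge and 100% = reference antagonist with challenge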
Target sequence (P49146 whole entry, looked up): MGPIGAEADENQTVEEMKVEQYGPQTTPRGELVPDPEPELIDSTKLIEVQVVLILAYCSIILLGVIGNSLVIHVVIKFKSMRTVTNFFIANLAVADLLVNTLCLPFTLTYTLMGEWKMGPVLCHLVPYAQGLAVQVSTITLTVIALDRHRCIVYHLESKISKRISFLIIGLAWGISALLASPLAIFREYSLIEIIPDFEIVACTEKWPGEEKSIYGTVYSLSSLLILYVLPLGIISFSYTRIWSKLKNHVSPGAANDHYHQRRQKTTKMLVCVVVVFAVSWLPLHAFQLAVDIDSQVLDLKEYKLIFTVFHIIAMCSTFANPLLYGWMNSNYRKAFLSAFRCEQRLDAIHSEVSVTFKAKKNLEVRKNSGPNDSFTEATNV
HCT116 bCat-KO = beta-catenin-lacking colon tumor cell growth suppression; HCT116 beta-catenin knockout viability, CellTiter-Glo, 60 h; hits give low values; viability, % at 10 µM; actives 1.5% (n = 140,000); AID 818;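 active = viability at or under a set limit, the compound median less 4 SD, cut at about 6% in these data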;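 note: 0% = Hyamine 1622 control at 20 µM and 100% = untreated cell control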
PTEN del growth = growth suppressors of cells with PTEN tumor suppressor deletion. HCT116 PTEN-null viability, CellTiter-Glo, 60 h; hits give low values. viability, % at 10 µM. actives 1.2% (n = 140,000). AID 827;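 active = viability at or below a set limit, 4 SD under the median of all tested compounds, cut at about 3.7% in these data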;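 note: PTEN knockout HCT116 line with beta catenin targeted HCT116 as companion control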
GALR2 antag = antagonists of human galanin receptor 2 (GALR2); O43603; GALR2-expressing cells, antagonist mode; inhibition, % at 4 µM; actives 0.39% (n = 140,000); in the data active = inhibition above about 27%;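 note: cells stimulated with galanin 1-16 at roughly its EC80; 0% = agonist challenge control and 100% = basal control without agonist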
Target sequence (O43603 whole entry, looked up): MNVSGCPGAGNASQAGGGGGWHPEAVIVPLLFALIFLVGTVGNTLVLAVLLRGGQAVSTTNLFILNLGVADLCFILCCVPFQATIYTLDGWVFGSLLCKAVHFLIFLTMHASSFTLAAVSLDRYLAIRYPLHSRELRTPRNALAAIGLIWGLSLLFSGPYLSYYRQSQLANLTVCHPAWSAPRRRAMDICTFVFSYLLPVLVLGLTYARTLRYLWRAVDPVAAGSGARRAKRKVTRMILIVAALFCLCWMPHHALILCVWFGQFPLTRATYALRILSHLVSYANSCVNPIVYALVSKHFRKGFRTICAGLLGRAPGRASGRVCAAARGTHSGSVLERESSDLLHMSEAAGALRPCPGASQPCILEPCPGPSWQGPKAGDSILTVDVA
MRP-1 activ = activators of MRP-1 | H69AR cells + doxorubicin, viability rescue, CellTiter-Glo | viability increase, % at 10 µM | actives 0.61% (n = 140,000);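 active = viability gain under doxorubicin at or above a set limit, the compound median plus 3 SD, cut at about 4.7% in these data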;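 note: MRP-1 overexpressing cells given doxorubicin 25 µM after compound pretreatment; 18-22 h compound pretreatment then 72 h with doxorubicin before readout; 0% = doxorubicin-only wells and 100% = vehicle-treated cells without doxorubicin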
Phagocytosis inh = blocks phagocytosis by macrophages; J774A.1 macrophage IgG-bead phagocytosis, imaging; inhibition, % at 5 µM; actives 0.07% (n = 110,000); AID 1029;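 active = inhibition above the mean of the plate negative controls plus 5 SD, cut at about 13% in these data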;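 note: phagocytic index as fraction of beads internalized from green versus red external bead signal; plate controls were DMSO negative control for no effect and cytochalasin-D positive control for full effect; some results beyond the cut were filed as inactive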
E-sel TNF inh = blocks E-selectin expression induced by TNF alpha. inhibition, % at 2 µM. actives 0.71% (n = 120,000). HUVEC TNFa-induced E-selectin immunofluorescence, high content;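 active = inhibition above the batch mean plus 3 SD, and confirmed as a hit on visual image review, cut at about 43% in these data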;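 note: 0% = TNF-stimulated DMSO wells and 100% = unstimulated control wells; not every result past the cut was called active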
Active calls of the source: *; x = not tested or not shown; [ ] = dose if it differs, or a comment.

item	SMILES	Yeast life ext	Measles CPE	BB579 growth dn	NPY-Y2 antag	HCT116 bCat-KO
1	COc1cc(S(=O)(=O)NC2CCCCC2)ccc1F	11	8	-18	-1	97
2	CCCCNC(=O)c1cccc(NC(=O)C(=O)c2ccccc2NC(C)=O)c1	-3	2	-27	5	92
3	COc1ccccc1NS(=O)(=O)c1ccc(NC(=O)c2nc3ncccn3n2)cc1	-5	4	-46	-1	91
4	Cc1ccc(NCc2nnc(SCC(=O)Nc3ncc(C)s3)n2CC2CCCO2)c(C)c1 (configuration not stated)	-8	18	-51	2	90
5	Nc1cccc(C(=O)O)c1	6	4	-28	3	96
6	COc1ccc(NC(=S)NN2CCOCC2)cc1OC	5	14	-4	1	85
7	COc1cc(/C=C/C(=O)OCC(=O)N2CCc3ccccc3C2)ccc1O	-1	11	-22	8	96
8	N#CC1=C(N)OC2=C(C(=O)CCC2)[C@]12C(=O)N(CC(N)=O)c1ccccc12	-5	25	-52	2	100

item	PTEN del growth	GALR2 antag	MRP-1 activ	Phagocytosis inh	E-sel TNF inh
1	97	-15	-2.1	0	8
2	91	13	-0.5	-9	-7
3	110	-3	0.0	-5	-2
4	84	3	-3.7	1	-25
5	99	12	-1.5	x	x
6	90	-2	1.0	-15	-4
7	89	19	-5.2	66*[artifact]	19
8	101	4	0.9	0	x

(continued)
item	SMILES	Yeast life ext	Measles CPE	BB579 growth dn	NPY-Y2 antag	HCT116 bCat-KO
9	CCOC(=O)N1CCN(C(=O)CSCc2ccc(C)cc2)CC1	-1	6	-31	2	107
10	NC(=O)C1CCCN(C(=O)Nc2cccc3ccccc23)C1 (configuration not stated)	-13	29	-34	2	99
11	CSc1nc(-c2ccccc2)nn1S(=O)(=O)c1ccccc1	x	3	-5	5	105
12	O=C(CCSc1nc2cc(Cl)ccc2o1)N1CCOCC1	-15	8	29	2	97
13	Cc1ccc2c(c1)C(=NC1CCCCC1)c1cc3ccccc3nc1-2	-9	x	60*	1	55
14	Cc1c(Cl)c(-c2n[nH]c(=S)n2Cc2ccco2)nn1C	-4	20	16	5	108
15	Cc1nc2nc(-c3ccccc3)cn2nc1C	-14	9	-6	0	64
16	O=C(CSc1ncn(-c2ccccc2)n1)Nc1ccc2c(c1)OCO2	-11	1	-23	11	99

item	PTEN del growth	GALR2 antag	MRP-1 activ	Phagocytosis inh	E-sel TNF inh
9	105	-5	-0.2	x	x
10	100	-5	0.1	-4	6
11	107	-1	3.3	x	-6
12	85	9	0.0	0	-23
13	51	23	-2.5	-13	x
14	106	11	-0.8	1	-4
15	73	7	-1.1	-2	4
16	99	7	-2.6	-1	20

Limited to BB579 growth dn and Phagocytosis inh, for some of the entries so far:
item	Structure	BB579 growth dn	Phagocytosis inh
14	Cc1c(Cl)c(-c2n[nH]c(=S)n2Cc2ccco2)nn1C	16	1
10	NC(=O)C1CCCN(C(=O)Nc2cccc3ccccc23)C1 (configuration not stated)	-34	-4
16	O=C(CSc1ncn(-c2ccccc2)n1)Nc1ccc2c(c1)OCO2	-23	-1
15	Cc1nc2nc(-c3ccccc3)cn2nc1C	-6	-2
13	Cc1ccc2c(c1)C(=NC1CCCCC1)c1cc3ccccc3nc1-2	60*	-13

The listing picks up with the 2 entries that preceded the break.
item	SMILES	Yeast life ext	Measles CPE	BB579 growth dn	NPY-Y2 antag	HCT116 bCat-KO
15	Cc1nc2nc(-c3ccccc3)cn2nc1C	-14	9	-6	0	64
16	O=C(CSc1ncn(-c2ccccc2)n1)Nc1ccc2c(c1)OCO2	-11	1	-23	11	99
17	CCOC(=O)c1sc2nccc(N(C)C)c2c1N=CNOC	-8	11	-14	2	108
18	COCCCN1C(=O)c2ccc(C(=O)Nc3ccccc3OC)cc2C1=O	-9	4	-4	2	97
19	CN1C(=O)/C(=C/c2cc(N=Nc3ccccc3)ccc2O)SC1=S	10	6	-37	4	70
20	O=c1cc(/C=C/c2ccccc2)oc2c1ccc1ccccc12	-5	8	-26	9	31
21	CC1CCN(C(=O)c2cc3ccccc3o2)CC1	-12	-1	-31	3	100
22	Cc1cccc(OCCCn2c(CCNC(=O)C(C)C)nc3ccccc32)c1	x	6	-11	1	85
23	COc1ccc(/C=N/NC(=O)c2[nH]c3ccc(Br)cc3c2-c2ccccc2)cc1	-1	10	-32	2	14
24	Cn1c(N/N=C/c2c[nH]c3ccccc23)nc2ccccc21	-15	32	-24	0	1.5*

item	PTEN del growth	GALR2 antag	MRP-1 activ	Phagocytosis inh	E-sel TNF inh
15	73	7	-1.1	-2	4
16	99	7	-2.6	-1	20
17	105	1	-1.3	-1	10
18	100	-1	-1.5	0	16
19	60	1	-5.2	-2	-3
20	35	-8	4.2	-7	x
21	97	7	1.0	1	24
22	84	-13	-1.4	x	x
23	11	17	-3.7	1	x
24	0.9*	18	-4.6	x	-47

Continuation.
item	SMILES	Yeast life ext	Measles CPE	BB579 growth dn	NPY-Y2 antag	HCT116 bCat-KO
25	Cn1c(=O)[nH]c(=O)c2c1nc(N1CCOCC1)n2CC(O)COc1ccccc1 (configuration not stated)	-8	1	-26	2	102
26	Cc1ccsc1/C=N/NC(=O)c1sccc1C	-19	1	-34	4	74
27	COc1ccc(-c2cc3nc[nH]c(=O)c3s2)cc1	-11	24	-25	9	95
28	CCn1c(C)nc2cc(S(=O)(=O)C(F)(F)C(F)C(F)(F)F)ccc21 (configuration not stated)	-16	13	-34	1	60
29	CCOc1ccc(NC(=O)c2ccc(CSc3nnnn3C)cc2)cc1	-2	10	-26	1	84
30	COc1c2c(cc3oc(C)cc(=O)c13)OC(C(C)(C)OC1OC(CO)C(O)C(O)C1O)C2 (configuration not stated)	6	2	3	0	99
31	CCC(=O)Nc1ccc(NC(=S)Nc2ccccc2)cc1	19	8	-2	-1	90
32	Cc1cc(N2CCOCC2)nc(SCc2ccc(Cl)cc2Cl)n1	-16	7	-11	5	85

item	PTEN del growth	GALR2 antag	MRP-1 activ	Phagocytosis inh	E-sel TNF inh
25	108	1	-2.5	0	-11
26	75	22	-3.4	-4	-22
27	93	2	-0.5	1	12
28	64	12	-1.8	2	14
29	85	-3	-1.6	1	16
30	101	3	-0.1	x	x
31	100	-5	-1.6	-5	x
32	86	-7	-1.0	x	-7

(continued)
item	SMILES	Yeast life ext	Measles CPE	BB579 growth dn	NPY-Y2 antag	HCT116 bCat-KO
33	CCN(CC)S(=O)(=O)c1cccc(C(=O)NC(C(=O)Nc2nnc(C)s2)C(C)C)c1 (configuration not stated)	-4	11	-52	3	93
34	COc1cc2c(cc1OC)C(C(C)C)=NC(C)(C)C2	x	31	-47	2	95
35	Cc1nc(Nc2ccc(F)cc2)[nH]c(=O)c1CCC(C)C	-3	20	-42	5	62
36	O=S(=O)(NCC1CCCO1)c1cc(Br)c(Br)s1 (configuration not stated)	-14	12	-52	3	83
37	Cc1ccc(S(=O)(=O)N2CCC(C(=O)N/N=C/c3ccccc3[N+](=O)[O-])CC2)cc1	4	15	-41	2	77
38	COCCCNc1oc(COc2ccc(Cl)cc2Cl)nc1C#N	-26	4	-42	0	109
39	CCOc1ccc(N2C(=O)CN=C2Nc2ccccc2Cl)cc1	-5	5	-29	-1	86
40	CCCCN(Cc1ccccc1)C(=O)C1CCCN(S(=O)(=O)c2cnc[nH]2)C1 (configuration not stated)	-5	10	-30	1	85

item	PTEN del growth	GALR2 antag	MRP-1 activ	Phagocytosis inh	E-sel TNF inh
33	93	-19	1.0	-1	-4
34	97	0	0.0	x	5
35	49	6	-4.3	x	13
36	87	5	-1.4	-1	-10
37	84	15	-0.2	-8	-22
38	94	-8	-3.9	-1	x
39	78	14	-0.8	x	1
40	95	-16	1.4	0	1

Going on with the list.
item	SMILES	Yeast life ext	Measles CPE	BB579 growth dn	NPY-Y2 antag	HCT116 bCat-KO
41	CN(C)/C=C1\C(=O)N(c2ccc(Oc3ccccc3)cc2)CS1=O (configuration not stated)	-18	38	-52	2	96
42	O=C(N/N=C/c1cccs1)c1ccc2c(c1)OCO2	3	2	-18	3	100
43	COc1ccc(CN2C(=O)CN(C3CCCCCC3)C(=O)C2c2ccc(OC)c(OC)c2)cc1 (configuration not stated)	-18	2	-34	2	83
44	Cc1ccccc1-n1nc(C)c2cc(C(=O)NC3CC3)sc21	-15	13	26	2	88
45	Cc1ccc(OCC(O)CN2CCN(CC(O)COc3ccc(C)cc3Cl)CC2)c(Cl)c1 (configuration not stated)	-2	22	-12	3	65
46	Cc1nn(-c2ccccc2)c(N2CCCC2)c1/C=N/NC(=O)c1cc(-c2ccccn2)nc2ccccc12	0	9	-35	3	54
47	COC(=O)c1c(C)[nH]c(C(=O)CSc2ccc(Cl)cc2)c1C	-7	14	-19	10	91
48	Cc1ccccc1N=Nc1ccc(O)c2ncccc12	-4	1	14	-8	16

item	PTEN del growth	GALR2 antag	MRP-1 activ	Phagocytosis inh	E-sel TNF inh
41	91	2	0.1	-2	-35
42	94	0	-0.6	-7	14
43	76	-3	-1.1	x	-14
44	84	-6	0.2	0	17
45	74	19	-1.2	0	13
46	54	9	-4.8	-7	12
47	91	0	-1.0	-1	-1
48	11	7	-1.7	-4	-4

Structures from the list above that have a cyano group (two):
item	SMILES	Yeast life ext	Measles CPE	BB579 growth dn	NPY-Y2 antag	HCT116 bCat-KO
8	N#CC1=C(N)OC2=C(C(=O)CCC2)[C@]12C(=O)N(CC(N)=O)c1ccccc12	-5	25	-52	2	100
38	COCCCNc1oc(COc2ccc(Cl)cc2Cl)nc1C#N	-26	4	-42	0	109

item	PTEN del growth	GALR2 antag	MRP-1 activ	Phagocytosis inh	E-sel TNF inh
8	101	4	0.9	0	x
38	94	-8	-3.9	-1	x

Next records
item	SMILES	Yeast life ext	Measles CPE	BB579 growth dn	NPY-Y2 antag	HCT116 bCat-KO
49	CN(C(=O)COC(=O)c1ccc(NS(=O)(=O)c2cccs2)cc1)C1CCCCC1	-9	5	5	1	102
50	Cc1csc(NC(=O)CSc2nnc(-c3cccs3)n2C)n1	-11	7	14	2	116
51	O=C(CCCN1C(=O)c2ccccc2C1=O)NCc1ccco1	x	9	-25	5	97
52	C/C(=N\NC(=O)c1ccc(O)cc1)c1ccc2c(c1)Nc1ccccc1S2	-6	9	-23	-2	30
53	CCOC(=O)C1CCCCN1Cc1cccc(C(F)(F)F)c1 (configuration not stated)	-4	5	-21	1	88
54	COc1ccc(N2CCc3c(C)nc4c(OC)cc(OC)cc4c32)c(OC)c1	-9	26	-78	25*	21
55	Cc1ccccc1-n1nc2c(c1NC(=O)c1cc3ccccc3oc1=O)CS(=O)C2 (configuration not stated)	-4	16	-7	0	96
56	Cc1csc(NC(=O)c2c(O)c3c(n(CC(C)C)c2=O)CCCC3)n1	-2	2	-40	-2	67
57	Cc1cccc(-c2csc(N)c2C(=O)OC(C)C)c1	x	17	17	5	89

item	PTEN del growth	GALR2 antag	MRP-1 activ	Phagocytosis inh	E-sel TNF inh
49	99	0	-1.4	-4	11
50	99	12	-3.1	0	-13
51	98	-6	-0.1	x	5
52	36	18	-6.3	-6	-11
53	85	-1	0.0	0	-1
54	19	15	-6.5	x	21
55	93	4	-2.3	-1	x
56	72	7	-1.8	-4	14
57	95	7	-4.1	x	19
